# High-throughput results as filed in PubChem.
# PRC2 inh: EZH2 (human) methyltransferase inhibition. inhibition, % at 12.5 µM. PRC2 H3K27 methylation, DELFIA TRF, 1 h. 57,000 compounds, 0.35% hits;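 active = mean inhibition of replicates at least 50% and every single replicate also reaching 50%; inconclusive = mean inhibition at least 50% but some replicate falls below 50%; inactive = mean inhibition under 50%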;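 also: dimethyl H3K27 on biotinylated H3 21-44 peptide detected by antibody; plate controls were median neutral control wells for no effect and median positive control wells for full effect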
# IDH1 mut inh: blocks human IDH1 R132H reductase activity. O75874. diaphorase/resazurin fluorescence, 60 min. inhibition, % at 10 µM. 70,000 compounds, 0.18% hits. AID 624101; in the data active = inhibition above about 34%; inconclusive = no clear call, values can overlap the other calls; inactive = below about 11%;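 also: 0% = DMSO and 100% = no enzyme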
# Target sequence (O75874 whole entry R132H): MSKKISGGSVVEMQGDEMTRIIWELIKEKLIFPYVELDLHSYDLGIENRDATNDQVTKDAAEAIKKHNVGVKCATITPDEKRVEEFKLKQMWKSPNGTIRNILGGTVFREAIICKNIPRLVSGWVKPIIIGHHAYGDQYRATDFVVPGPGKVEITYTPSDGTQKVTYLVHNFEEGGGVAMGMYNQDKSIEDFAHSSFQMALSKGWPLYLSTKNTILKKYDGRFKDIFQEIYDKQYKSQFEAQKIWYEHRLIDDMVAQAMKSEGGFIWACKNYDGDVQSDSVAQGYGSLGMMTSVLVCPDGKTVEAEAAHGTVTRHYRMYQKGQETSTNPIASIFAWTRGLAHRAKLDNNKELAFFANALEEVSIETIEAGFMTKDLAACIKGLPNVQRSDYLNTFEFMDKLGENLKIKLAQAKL
# Starred values were filed as active, the others as inactive; ? = inconclusive; . = not tested or not shown.
# Each structure is followed by: IDH1 mut inh	PRC2 inh
- O=C(C[C@H]1CC[C@H](NC(=O)CCN2CCCCC2)[C@@H](CO)O1)NCc1ccc(Cl)c(Cl)c1
    0.6	-2
- CNC[C@H]1Oc2c(NC(=O)C3CCCCC3)cccc2C(=O)N([C@@H](C)CO)C[C@@H]1C
    1.5	-8
- CO[C@@H]1CN(C)C(=O)c2cc(NS(=O)(=O)c3ccc(Oc4ccccc4)cc3)ccc2OC[C@H](C)NC[C@H]1C
    -0.2	-6
- Cc1noc(C)c1NC(=O)Nc1ccc2c(c1)CC(=O)N([C@H](C)CO)C[C@H](C)[C@H](CN(C)C(=O)Nc1ccc(C(F)(F)F)cc1)O2
    -2.1	.
- CO[C@H]1CN(C)C(=O)c2ccc(NC(=O)Nc3ccccc3)cc2OC[C@H](C)N(C(=O)CN(C)C)C[C@H]1C
    0.2	-2
- O=C(Cc1ccncc1)Nc1ccc2c(c1)[C@H]1C[C@@H](CC(=O)N3CCOCC3)O[C@@H](CO)[C@H]1O2
    0.3	13
- O=C(COc1ccc(I)cc1)Nc1ccc(O)cc1C(=O)O
    0.7	5
- COC(=O)CCCCCCC(=O)N/N=C/c1ccc(O)cc1Br
    0.0	13
- Cc1noc(C)c1NC(=O)N(C)C[C@H]1Oc2ccc(NC(=O)NC3CCCCC3)cc2CC(=O)N([C@H](C)CO)C[C@@H]1C
    1.3	.
- CCOC(=O)N(C)C[C@H]1OCc2ccccc2-c2c(n(C)c3ccccc23)C(=O)N([C@H](C)CO)C[C@H]1C
    -6.0	-12
- O=C(N[C@@H]1CC[C@H](CCn2cc(C3(O)CCCC3)nn2)O[C@H]1CO)C1CCCCC1
    0.3	-2
- O=C(C[C@H]1C[C@H]2c3cc(NC(=O)Nc4ccc(F)cc4)ccc3O[C@H]2[C@@H](CO)O1)NCC(F)(F)F
    -2.6	-5
- Cc1noc(C)c1S(=O)(=O)N(C)C[C@@H]1Oc2ccc(NS(C)(=O)=O)cc2CC(=O)N([C@H](C)CO)C[C@@H]1C
    -0.2	.
- COC(=O)C[C@H]1C[C@H]2c3cc(N(C)C)ccc3O[C@H]2[C@@H](CO)O1
    -11	-10
- O=C(C[C@@H]1C=C[C@H](NS(=O)(=O)c2ccccc2)[C@@H](CO)O1)NCc1ccncn1
    0.2	4
- C[C@H]1CN([C@@H](C)CO)C(=O)c2ccccc2-c2ccccc2CO[C@H]1CN(C)Cc1cccc(C(=O)O)c1
    .	10
- C[C@@H]1CN([C@H](C)CO)C(=O)c2cc(C#Cc3cccc(F)c3)cnc2O[C@@H]1CN(C)CC1CCCC1
    0.0	-18
- CCS(=O)(=O)Nc1ccc2c(c1)C(=O)N(C)C[C@@H](OC)[C@H](C)CN(C)[C@@H](C)CO2
    0.2	4
- C[C@H]1CN([C@@H](C)CO)C(=O)c2cccc(NC(=O)c3ccc(-c4nccs4)cc3)c2O[C@@H]1CN(C)S(=O)(=O)c1cccs1
    -2.6	.
- COC(=O)c1ccc(COc2ccc3c(c2)oc(=O)c2cc(OC)ccc23)o1
    0.4	-5
- COc1ccccc1CC(=O)Nc1ccc(-c2noc(-c3cc(OC)c(OC)c(OC)c3)n2)cc1
    0.1	8
- Cc1noc(C)c1S(=O)(=O)Nc1ccc2c(c1)C(=O)N([C@H](C)CO)C[C@H](C)[C@@H](CN(C)Cc1ccccc1)OCCCC[C@@H](C)O2
    0.6	.
- CO[C@@H]1CN(C)C(=O)c2cc(NC(=O)Nc3ccccc3)ccc2OC[C@H](C)N(CC2CC2)C[C@H]1C
    0.2	-7
- O=C(OCc1nc2ccccc2s1)c1ccco1
    -0.4	-1
- CO[C@H]1CN(C)C(=O)c2ccc(NC(=O)c3ccccc3)cc2OC[C@H](C)NC[C@H]1C
    -0.3	3
- C[C@@H]1CN([C@H](C)CO)C(=O)c2cc(NC(=O)Cc3cn(C)c4ccccc34)ccc2O[C@@H]1CN(C)C(=O)Nc1ccccc1
    -29	-2
- C[C@@H]1CN([C@@H](C)CO)C(=O)Cc2cc(NS(=O)(=O)c3cccs3)ccc2O[C@@H]1CN(C)S(=O)(=O)c1cccs1
    -4.0	.
- COc1ccc(S(=O)(=O)N(C)C[C@H]2OCCCC[C@H](C)Oc3ccc(NS(=O)(=O)c4c(C)noc4C)cc3C(=O)N([C@@H](C)CO)C[C@H]2C)cc1
    -0.8	.
- COc1ccc([C@@H]2Sc3ccccc3N(CCN(C)C)C(=O)[C@@H]2OC(C)=O)cc1
    0.1	-12
- COC(=O)COc1ccc(S(=O)(=O)NC2CCCCCC2)cc1
    0.4	3
- CNC[C@@H]1Oc2ccc(NC(=O)C3CC3)cc2CC(=O)N([C@@H](C)CO)C[C@H]1C
    2.5	4
- COc1ccc(NC(=O)N(C)C[C@H]2Oc3ccc(NS(=O)(=O)c4ccc(OC)cc4)cc3C(=O)N([C@@H](C)CO)C[C@H]2C)cc1
    -5.1	.
- Cc1noc(C)c1-c1nc(CSc2n[nH]c(=O)n2C2CC2)no1
    -0.1	-2
- Cc1ccc(-c2nc3ccccc3s2)cc1NC(=O)COc1ccccc1C
    0.5	7
- C[C@@H]1CCCCO[C@@H](CN(C)S(=O)(=O)c2cn(C)cn2)[C@H](C)CN([C@@H](C)CO)C(=O)c2cc(NS(C)(=O)=O)ccc2O1
    -7.7	.
- COCC#Cc1ccc2c(c1)O[C@@H](CN(C)C(=O)COC)[C@@H](C)CN([C@H](C)CO)S2(=O)=O
    3.6	.
- Cc1noc(C)c1S(=O)(=O)Nc1ccc2c(c1)C(=O)N([C@H](C)CO)C[C@@H](C)[C@@H](CN(C)C(=O)c1ccccc1)OCCCC[C@H](C)O2
    2.0	.
- COCC#Cc1cnc2c(c1)C(=O)N([C@H](C)CO)C[C@H](C)[C@H](CN(C)C(=O)Nc1c(C)noc1C)O2
    .	5
- CN1C(=O)N[C@@H]2c3ccccc3O[C@@]1(CO)[C@@H]2COC(=O)c1ccccc1
    .	6
- O=C(c1ccccc1)N1Cc2ccccc2C[C@@]2(N=C(c3ccc(OCCCO)cc3)O[C@H]2c2ccccc2)C1=O
    .	6

# An excerpt from above in order of heavy-atom count, descending:
# Each structure is followed by: IDH1 mut inh	PRC2 inh
- COc1ccc(S(=O)(=O)N(C)C[C@H]2OCCCC[C@H](C)Oc3ccc(NS(=O)(=O)c4c(C)noc4C)cc3C(=O)N([C@@H](C)CO)C[C@H]2C)cc1
    -0.8	.
- Cc1noc(C)c1S(=O)(=O)Nc1ccc2c(c1)C(=O)N([C@H](C)CO)C[C@@H](C)[C@@H](CN(C)C(=O)c1ccccc1)OCCCC[C@H](C)O2
    2.0	.
- COc1ccc(NC(=O)N(C)C[C@H]2Oc3ccc(NS(=O)(=O)c4ccc(OC)cc4)cc3C(=O)N([C@@H](C)CO)C[C@H]2C)cc1
    -5.1	.
- C[C@@H]1CN([C@@H](C)CO)C(=O)Cc2cc(NS(=O)(=O)c3cccs3)ccc2O[C@@H]1CN(C)S(=O)(=O)c1cccs1
    -4.0	.
- CO[C@@H]1CN(C)C(=O)c2cc(NC(=O)Nc3ccccc3)ccc2OC[C@H](C)N(CC2CC2)C[C@H]1C
    0.2	-7
- COc1ccccc1CC(=O)Nc1ccc(-c2noc(-c3cc(OC)c(OC)c(OC)c3)n2)cc1
    0.1	8
- CNC[C@@H]1Oc2ccc(NC(=O)C3CC3)cc2CC(=O)N([C@@H](C)CO)C[C@H]1C
    2.5	4

# Next compounds follow:
# Each structure is followed by: IDH1 mut inh	PRC2 inh
- COc1ccc(C2=Cc3ccccc3C(C)(C)O2)cc1
    2.1	?
- C[C@@H]1CCCCO[C@H](CN(C)C(=O)CCCN(C)C)[C@H](C)CN([C@@H](C)CO)C(=O)c2cc(NS(=O)(=O)c3ccc(F)cc3)ccc2O1
    16	.
- C[C@H](CO)N1C[C@H](C)[C@@H](CN(C)C(=O)Cc2ccccc2)Oc2ncc(C#CC3(O)CCCC3)cc2C1=O
    3.2	9
- C[C@@H](NC(=O)C[C@@H]1CC[C@@H](NC(=O)CN2CCOCC2)[C@@H](CO)O1)c1ccccc1
    0.5	6
- CC(C)NC(=O)Nc1ccc2c(c1)C(=O)N([C@H](C)CO)C[C@H](C)[C@H](CN(C)C(=O)Nc1ccccc1)OCCCC[C@@H](C)O2
    -0.6	-15
- CCC(=O)N(C)C[C@@H]1Oc2ncc(C#CCC3CCCC3)cc2C(=O)N([C@@H](C)CO)C[C@H]1C
    -0.2	4
- CC(C)CNC(=O)[C@@]1(C)c2ccccc2C(=O)N(Cc2ccccc2)[C@H]1c1ccc(CO)cc1
    .	2
- COc1ccc(CN(C)C[C@@H]2OCCCC[C@@H](C)Oc3ccc(NC(=O)Nc4ccccc4)cc3C(=O)N([C@@H](C)CO)C[C@@H]2C)cc1
    4.8	.
- Cc1ccc2c(C)c(C(=O)Nc3sc4c(c3C(=O)NCC3CCCO3)CCCC4)oc2c1 (centres undefined)
    0.7	-13
- CCC(=O)N(C)C[C@@H]1Oc2ncc(/C=C/c3ccccc3)cc2C(=O)N([C@H](C)CO)C[C@@H]1C
    -1.9	2
- COCC(=O)Nc1ccc2c(c1)[C@H]1C[C@H](CC(=O)N[C@@H](C)c3ccccc3)O[C@H](CO)[C@H]1O2
    0.6	1
- Cc1ccc(S(=O)(=O)Nc2ccc3c(c2)CC(=O)N([C@H](C)CO)C[C@H](C)[C@H](CN(C)Cc2ccc(C(=O)O)cc2)O3)cc1
    0.8	.
- Cn1nnnc1SCC(=O)c1ccc(O)c(O)c1
    -0.8	-4
- Cc1cccc(NC(=O)CSc2nnc(-c3ccncc3)n2-c2ccc(C)c(C)c2)c1
    0.0	-1
- CCCN(C)C[C@H]1Oc2cc(C#CC(C)(C)O)ccc2S(=O)(=O)N([C@H](C)CO)C[C@H]1C
    0.1	-5
- CC(=O)N(C)C[C@H]1Oc2cc(C#Cc3ccccn3)ccc2S(=O)(=O)N([C@@H](C)CO)C[C@@H]1C
    -9.3	10
- CO[C@@H](CN(C)C(=O)C1CCOCC1)[C@H](C)CN([C@H](C)CO)S(=O)(=O)c1ccccc1
    0.1	9
- C[C@H]1CN([C@@H](C)CO)C(=O)Cc2cc(NC(=O)c3ccncc3)ccc2O[C@H]1CN(C)C(=O)Nc1ccc(F)cc1
    0.6	17
- C[C@H](CO)N1C[C@H](C)[C@@H](CN(C)C(=O)c2ccncc2)OCCCC[C@H](C)Oc2ccc(NC(=O)NC3CCCCC3)cc2C1=O
    -5.1	.
- COc1ccc(NC(=O)Nc2ccc3c(c2)[C@H]2C[C@H](CC(=O)NCc4ccc5c(c4)OCO5)O[C@H](CO)[C@H]2O3)cc1
    0.0	-6
- C[C@H](CO)N1C[C@H](C)[C@@H](CN(C)C(=O)Nc2ccccc2)Oc2cc(C#CC3(O)CCCC3)ccc2S1(=O)=O
    1.1	-6
- C[C@H](CO)N1C[C@H](C)[C@@H](CN(C)CC2CCOCC2)Oc2ncc(C#Cc3ccccc3)cc2C1=O
    -0.1	.
- COc1ccccc1NC(=O)N[C@H]1CC[C@@H](CC(=O)NCc2ccc(Cl)c(Cl)c2)O[C@H]1CO
    -0.1	-4
- O=C(C[C@@H]1C[C@@H]2c3cc(NC(=O)NC4CCCC4)ccc3O[C@@H]2[C@@H](CO)O1)NCCN1CCCCC1
    -2.8	-3
- CCCN1C[C@H](C)[C@H](OC)CN(C)C(=O)c2ccc(NC(=O)c3ccccc3)cc2OC[C@H]1C
    -0.2	-4
- CC(C)c1onc(-c2c(Cl)cccc2Cl)c1COc1ccc(/C=C/c2cccc(C(=O)O)c2)c(Cl)c1
    -0.5	73*
- COCC#Cc1ccc2c(c1)O[C@H](CN(C)S(=O)(=O)c1cccc(F)c1)[C@@H](C)CN([C@@H](C)CO)S2(=O)=O
    0.1	-5
- Cc1ccc(S(=O)(=O)NC(=O)NC2CCN(c3nccc(C(F)(F)F)n3)CC2)cc1
    0.1	5
- CO[C@@H]1CN(C)C(=O)c2ccc(NS(=O)(=O)c3cccc(Cl)c3)cc2OC[C@@H](C)NC[C@H]1C
    0.0	3
- C=CCNC(=O)[C@H]1[C@@H]2C(=O)O[C@@H](c3ccccc3)[C@@H](c3ccccc3)N2[C@@H](c2ccc(OCCO)cc2)[C@]12C(=O)Nc1ccc(C#CCC(C(=O)OC)C(=O)OC)cc12
    0.4	-18
- CC(=O)c1cc(C)c(O)c(COC2OC(CO)C(O)C(O)C2O)c1O (centres undefined)
    0.1	18
- C[C@@H]1CN([C@H](C)CO)C(=O)c2cccc(NC(=O)C3CC3)c2O[C@H]1CN(C)Cc1ccc(C(=O)Nc2ccccc2N)cc1
    .	-10
- C[C@@H]1CN([C@H](C)CO)C(=O)Cc2cc(NS(=O)(=O)c3cccs3)ccc2O[C@@H]1CN(C)Cc1ccc(C(F)(F)F)cc1
    0.2	.
- COc1ccc(S(=O)(=O)N(C)C[C@@H]2Oc3ccc(NC(=O)Nc4ccc(C(F)(F)F)cc4)cc3CC(=O)N([C@@H](C)CO)C[C@H]2C)cc1
    2.6	.
- C[C@@H]1CN([C@H](C)CO)C(=O)Cc2cc(NC(=O)CCCCCC(=O)Nc3ccccc3N)ccc2O[C@@H]1CN(C)C
    .	1
- C[C@H](O)C#Cc1ccc2c(c1)O[C@H](CN(C)C(=O)C1CCC1)[C@@H](C)CN([C@@H](C)CO)S2(=O)=O
    1.2	-4
- O=C(Cc1ccccc1[N+](=O)[O-])Nc1ccccc1C(=O)NC1CCCCC1
    0.2	-10
- C[C@@H]1CN([C@@H](C)CO)C(=O)c2cc(NC(=O)Cn3cnnn3)ccc2O[C@@H]1CN(C)Cc1ccncc1
    2.0	0
- C[C@@H]1CN([C@H](C)CO)S(=O)(=O)c2ccc(C#CC3CC3)cc2O[C@H]1CN(C)C(=O)C1CCC1
    .	7
- CNC[C@@H]1Oc2ccc(NC(=O)NC(C)C)cc2C(=O)N([C@H](C)CO)C[C@@H]1C
    .	-10
- CNC(=O)COc1ccc(Nc2nnc(-c3ccc(OC)cc3)c3ccccc23)cc1
    0.1	2
- Cc1c(Cl)cccc1NC(=O)CSc1nc(-c2ccccc2)cs1
    0.2	12

# These rows are one share of the data; the hit share may differ from the screen's.
